# From PubChem
# PTAP TSG101 blk: qHTS Assay for Iinhibitors of HIV-1 Budding by Blocking the Interaction of PTAP/TSG101 | Fluorescence polarization, FITC-PTAP peptide / Tsg101 binding | Potency, µM (titrated, usually from 115 µM), without a hit: top-dose activity change, negative = inhibition, most hits filed as inhibitors | 340,000 tested, under 10 active; active = well fitted inhibition curve with a large enough effect in the main read-out, with a control signal flat, not every such curve was filed as active; inconclusive = small, poorly fitted or top-dose-only effect, or effect the other way, or a change in a side signal; inactive = no such curve, though single readings can be large or run the other way; note: potency is the fitted concentration of half-maximal effect; % of control where 0% means no effect
# Target sequence (Q99816 whole entry, looked up): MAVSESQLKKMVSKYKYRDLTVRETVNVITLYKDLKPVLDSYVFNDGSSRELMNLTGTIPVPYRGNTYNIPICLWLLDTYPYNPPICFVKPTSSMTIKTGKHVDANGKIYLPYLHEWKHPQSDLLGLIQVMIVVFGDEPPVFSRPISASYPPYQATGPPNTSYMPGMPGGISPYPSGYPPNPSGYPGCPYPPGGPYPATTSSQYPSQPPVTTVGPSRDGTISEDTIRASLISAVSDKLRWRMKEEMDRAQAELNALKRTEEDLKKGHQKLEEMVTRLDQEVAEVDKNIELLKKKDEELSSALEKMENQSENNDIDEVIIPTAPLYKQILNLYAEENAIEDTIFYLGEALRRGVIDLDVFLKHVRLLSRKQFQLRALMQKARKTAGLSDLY
#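 Steps: Tsg101 binding domain dispensed (10 uM final), compounds pinned in DMSO, FITC-labeled PTAP-motif peptide added (50 nM final); after 20 min binding at room temperature, polarization measured.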
# Integrin act MD: qHTS for Activators of Integrin-Mediated Alleviation for Muscular Dystrophy. alpha7betagal myoblasts, beta-gal FDG fluorescence, 48 h. Potency, µM (highest dose often 38.3 µM), without a hit: at the highest dose activation, usual class: activators. 350,000 compounds, 0.064% hits. AID 624291, 2012;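 note: potency is the fitted concentration of half-maximal effect; 100% = response of the positive control SU9516; nearly all actives have a fitted effect of over 60% in size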
#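 Alpha7betagal+/- myoblasts (passage 13) were plated 16-24 hr, then exposed to compounds (1:260 dilution of DMSO stock) for 48 hours at 37C. After MPER lysis, β-galactosidase reporter activity was read as FDG fluorescence (ex 480/em 540) after 30 minutes.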
# ASM inhibitor: Inhibitors of Secretory Acid Sphingomyelinase (S-ASM): qHTS; placental ASM, HMU-PC fluorogenic substrate, 60 min; 340,000 compounds, 0.006% hits; Sphingomyelin phosphodiesterase (Homo sapiens), P17405; Potency, µM (doses to about 57.5 µM), inactives show top-dose activity change, negative = inhibition, most hits filed as inhibitors; AID 504937, 2011; note: potency is the fitted concentration of half-maximal effect
#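 HMU-PC0 cleavage (9 uM final) by human placental ASM, 60 min at 37 °C following 10 min compound exposure at RT; stopped at pH 10, fluorescence Ex 386/Em 447 nm.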
# Eya2 inh: qHTS Assay for Inhibitors of the Phosphatase Activity of Eya2; Protein phosphatase EYA2 (Homo sapiens), O00167; AID 488837, 2010; recombinant Eya2, OMFP fluorescence dephosphorylation (OMFP is methylfluorescein phosphate); 330,000 compounds, 0.006% hits; Potency, µM (series often up to 76.9 µM), for inactives: top-dose activity, negative = inhibition, most hits filed as inhibitors; note: potency is the fitted concentration of half-maximal effect; % is set by controls: 0 for no effect and ±100 for the full control effect
# Target sequence (O00167 whole entry, looked up): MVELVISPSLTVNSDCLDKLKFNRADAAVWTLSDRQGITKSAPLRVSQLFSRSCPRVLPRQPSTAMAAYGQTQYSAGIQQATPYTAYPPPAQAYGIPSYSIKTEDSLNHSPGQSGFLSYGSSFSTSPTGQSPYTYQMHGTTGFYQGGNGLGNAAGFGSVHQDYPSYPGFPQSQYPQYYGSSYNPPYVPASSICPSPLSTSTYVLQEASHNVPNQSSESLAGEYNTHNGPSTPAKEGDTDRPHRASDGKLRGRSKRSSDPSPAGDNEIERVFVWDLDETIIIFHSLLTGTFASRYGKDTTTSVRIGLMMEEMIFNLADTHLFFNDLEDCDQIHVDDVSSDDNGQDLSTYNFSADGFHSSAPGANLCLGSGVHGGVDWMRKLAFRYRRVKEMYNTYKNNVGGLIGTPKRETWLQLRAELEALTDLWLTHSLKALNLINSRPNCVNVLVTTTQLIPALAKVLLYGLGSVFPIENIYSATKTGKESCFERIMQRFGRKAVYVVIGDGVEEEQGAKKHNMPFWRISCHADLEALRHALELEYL
#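 Eya2 protein (added as 0.2 uM solution) was preincubated with compound for 10 min at ambient temperature in 50 mM HEPES pH 7.5, 50 mM NaCl, 5 uM MgCl2, 0.05% BSA, 1 mM DTT. OMFP (added at 50 uM) then reacted 10 min; fluorescence read at 485/525 nm.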
# TSHR antag: Antagonists of the Thyroid Stimulating Hormone Receptor: HTS campaign. TSHR-expressing cells, TSH-stimulated cAMP HTRF, 2 h; active compounds read low. activity change, negative = inhibition, % at 11.5 µM. Thyrotropin receptor (Homo sapiens), P16473. 330,000 compounds, 0.2% hits. AID 504810, 2011;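 active = activity change below a set negative limit, meaning inhibition stronger than a set level, cut at about -70% in these data; inconclusive = activity change between two set negative limits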; note: % is set by controls: 0 for no effect and ±100 for the full control effect
#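 Antagonism was scored as loss of TSH-driven cAMP in TSHR cells, stimulated with 4nM TSH (EC80) for 2 hours at 37 deg C and detected by homogeneous HTRF competition immunoassay.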
# TCR activator: Activators of T cell receptors: qHTS campaign; Potency, µM (highest dose often 9.22 µM), inactives show top-dose activation of IL-2 secretion, usual class: activators; AID 504894, 2011; 330,000 tested, under 10 active; primary human leukocytes, anti-CD3, IL-2 HTRF, 48 h; note: % of control where 0% means no effect
#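 Human primary leukocytes + a-CD3 beads + cpd, 48 hr; IL-2 in supernatant by HTRF (ex 320nm / em 665nm). No co-stimulatory signal supplied.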
# Tb PFK block: qHTS Assay to Find Inhibitors of T. brucei phosphofructokinase; 330,000 compounds, 0.17% hits; T. brucei PFK, ADP-Glo luminescence; Potency, µM (series often up to 57.5 µM), for inactives: at the top dose activity, negative = inhibition, usual class: inhibitors; AID 485367, 2010;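 note: potency is the fitted concentration of half-maximal effect; 0% = uninhibited 1x PFK enzyme wells and -100% = no-enzyme wells; nearly all actives have a fitted effect of over 60% in size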
#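 Luminescent ADP detection (ADP-Glo, two-step: ATP depletion then ADP-to-ATP conversion for luciferase) reported PFK activity after 45 min room-temperature reaction of 1.25 nM enzyme with 0.5 mM F6P and 0.1 mM ATP at pH 8.0.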
# ELG1 DNA repair: qHTS screen for small molecules that inhibit ELG1-dependent DNA repair in human embryonic kidney (HEK293T) cells expressing luciferase-tagged ELG1 | 330,000 compounds, 2.3% hits | HEK293T ELG1-luciferase reporter, luminescence, 16 h; DNA damage induced by 5-fluorouridine | Potency, µM (highest dose often 46.1 µM), for the others: at the top dose activity change, negative = inhibition, actives largely listed as inhibitors; note: potency is the fitted concentration of half-maximal effect; % is set by controls: 0 for no effect and ±100 for the full control effect; nearly all actives have a fitted effect of over 55% in size
#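 Overnight (16 hr) co-exposure of 2,000 cells/well to 5-fluorouridine and compound at 37 °C preceded detection. Luciferase was quantified via ONE-Glo luminescence; loss of signal denotes inhibition.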
# Chronic BCR inh: qHTS Assay to Find Inhibitors of Chronic Active B-Cell Receptor Signaling | Potency, µM (highest dose often 46.1 µM), without a hit: at the highest dose ratio change, negative = lower green/red ratio, hits mostly inhibitors | ABC-DLBCL IkBa-CBG/CBR reporter, luminescence ratio, 4 h | 340,000 compounds, 0.05% hits | AID 493014, 2011; active = well fitted inhibition curve with a large enough effect in the signal ratio, with a control signal flat, not every such curve was filed as active; inconclusive = small, poorly fitted or top-dose-only effect, or effect the other way, or a change in a side signal; the % refers to the signal ratio;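 note: potency is the fitted concentration of half-maximal effect; plate controls were basal doxycycline-induced cells for no effect and cells given 10 µM MG132 for full effect; MG132 reads +100%, hits lower the ratio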
#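 TMD8 ABC-DLBCL cells carrying doxycycline-inducible green luciferase fused to IkappaBalpha plus unfused red luciferase were exposed to compounds (up to 46 uM) for 4 hrs at 37C. Activity came from the overlap-corrected green/red luminescence ratio.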
# A-T KAP1 phos: qHTS Assay for Identifying a Potential Treatment of Ataxia-Telangiectasia; […] A-T fibroblasts, KAP-1 phosphorylation AlphaLISA; neocarzinostatin DNA damage 30 min before lysis; Potency, µM (highest dose often 57.5 µM), inactives show top-dose activation, actives largely listed as activators; 320,000 compounds, 0.19% hits; AID 485349, 2010; note: potency is the fitted concentration of half-maximal effect; % of control where 0% means no effect; nearly all actives have a fitted effect of over 45% in size
#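 hTERT-immortalized A-T patient fibroblasts ([…]), 500 cells/well in OPTI-MEM, 1% FBS, got compounds for 60 min, then NCS for 30 min at 37C. Lysates were then assayed for phospho-KAP-1 by AlphaLISA (anti-pKAP1 donor, anti-KAP1 acceptor beads), 6 hr at 25C.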
# Mito fusion yeast: qHTS Assay for Small Molecule Inhibitors of Mitochondrial Division or Activators of Mitochondrial Fusion; 320,000 compounds, 0.23% hits; Potency, µM (highest dose often 46.1 µM), for inactives: top-dose growth rescue (activation), usual class: activators; S. cerevisiae fusion-defective mutant growth rescue, CellTiterGlo 48 h;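 note: potency is the fitted concentration of half-maximal effect; % of control where 0% means no effect; nearly all actives have a fitted effect of over 45% in size; temperature-sensitive fusion mutants such as fzo1-1 at 37 °C on non-fermentable ethanol glycerol medium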
#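 Luminescent cell viability in 1536-well qHTS format served as the measure of rescued growth in ts fusion-mutant S. cerevisiae cultured on non-fermentable YPEG for 48 hours at 37C.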
# * hit, by the source's call; i = inactive; ? = inconclusive; nt = no result given; [ ] = dose if it differs, or a comment. Unless noted, calls come from the whole dose curve; as a rule, active = well fitted curve in the direction sought with a large enough effect; inconclusive = small, poorly fitted or top-dose-only effect, or another doubt; inactive = no such curve, though single readings can be large; an effect the other way counts as inactive or inconclusive.
# The line under a structure holds: PTAP TSG101 blk, Integrin act MD, ASM inhibitor, Eya2 inh, TSHR antag, TCR activator, Tb PFK block, ELG1 DNA repair, Chronic BCR inh, A-T KAP1 phos, Mito fusion yeast
CN(Cc1cc(=O)n2ccsc2n1)Cc1nc2ccccc2c(=O)[nH]1
    -4%, -13%, 3%, -3%, 0, -5%, 4%, -4%, 6%, 5%, -2%
O=[N+]([O-])c1cccc(/C=N/N2CCN(Cc3ccc(Cl)cc3)CC2)c1
    3%, ?, -1%, 0%, -2, 4%, -6%, 0%, 13%, -4%, 2%
Cc1cc2c(c(=O)n1Cc1cccnc1)C(c1ccccc1)C(C#N)=C(N)O2 (centres undefined)
    -4%, -22%, 2%, 5%, 7, 0%, -3%, -9%, 0%, -3%, -1%
CNS(=O)(=O)c1cc(OCC(N)=O)c(C)cc1Cl
    -4%, -10%, 1%, 5%, 26, 1%, -3%, 5%, -4%, nt, -2%
CCN(CC)CCn1c2c(c(SCC(=O)Nc3cc(OC)cc(OC)c3)nc1=O)CCC2
    2%, -37%, -2%, -11%, 13, 10%, -2%, -13%, -3%, -12%, 10%
COc1ccc(NS(=O)(=O)c2cccc(C(=O)NNC(=O)c3ccccc3OC)c2)cc1
    2%, 13%, -2%, -21%, -6, 3%, 3%, -6%, -20%, -3%, 1%
CC1(C)CC(NC(=O)c2cccc3ccccc23)CC(C)(C)N1
    -3%, -10%, -1%, -11%, 10, 3%, 0%, -9%, 1%, 0%, -1%
COc1cccc(OCc2ccc(Cl)cc2)c1C#N
    0%, 5%, 4%, 0%, -5, 1%, -4%, ?, ?, -9%, 1%
COCCCn1c(C(=O)N2CC(C)OC(C)C2)cc2c(=O)n3ccccc3nc21 (centres undefined)
    -4%, -8%, i, -7%, 26, -9%, -4%, -5%, -2%, 3%, -2%
CC(C)Oc1ccc(CNC(=O)Oc2ccccc2)cc1
    0%, -11%, 3%, -1%, 2, 1%, 1%, -2%, 1%, -2%, -2%
CCOC(=O)NC(=O)c1cn(CCN(C)C)c(=O)[nH]c1=O
    -1%, 9%, -2%, -5%, 6, -2%[46.1 µM], 2%, 5%, 4%, 4%, -14%
CCN(CC)c1ccc2cc(C(=O)Nc3ccccn3)c(=O)oc2c1
    ?, 14%, 259%[activator], 19%, -5, 4%, 2%, ?, 5%, 6%, 4%
CCc1cccc(C)c1NC(=O)CSc1nc2ccccc2n1CC(=O)N(C)C
    -3%, -11%, 0%, 7%, -3, 7%, 0%, 4%, 0%, 5%, -3%
COC(=O)CN(c1ccc(F)cc1)S(=O)(=O)c1ccc2c(c1)OCCO2
    -5%, 14%, 0%, 5%, 19, -8%, 4%, 9%, 0%, 27%, 21%
Cc1nn(-c2ccccc2)c2nc(N)c(C#N)c(-c3ccc(F)cc3)c12
    -2%, -6%, 9%, -2%, 7, -4%, 0%, ?, ?, nt, ?
CCCn1c(=NC(=O)CCS(=O)(=O)c2ccccc2)sc2cc(S(N)(=O)=O)ccc21
    -2%, -44%, 11%, 6%, -6, 0%, 3%, -16%, -3%, -11%, -9%
O=C(NC1CC1)c1cccc(S(=O)(=O)Nc2ccccc2F)c1
    -2%, 0%, nt, -5%, -5, 5%, -2%, 0%, -11%, 9%, -4%
COc1cc(CC(=O)O)c([N+](=O)[O-])cc1OC
    -6%, 24%, -3%, 5%, -4, 6%, 1%, -9%, ?, -5%, 2%
CCNC(=O)C1CC(=O)N(c2ccc(OCC)cc2)C1 (centres undefined)
    -1%, 8%, -1%, -2%, 3, 0%, 0%, 5%, -1%, 10%, 2%
CCOc1cc(C2C3=C(CCCC3=O)NC3=C2C(=O)CCC3)ccc1OCCO
    -9%, 19%, 36%[activator], 1%, 12, -4%, 0%, 17%, ?, -5%, -7%
O=C(c1cc(-c2ccc(Cl)cc2)on1)N1CCN(c2ccccc2)CC1
    -2%, 17%, -6%, -5%, -5, -1%, -4%, ?, ?, -7%, 1%
CCC1(C)Cc2ccccc2C(=O)N1 (centres undefined)
    -2%, ?, 6%, -6%, 12, 1%, -2%, 4%, -22%, 3%, 1%
CSc1nncn1/N=C/c1ccccc1F
    -4%, 6%, -1%, 5%, -2, -3%, -2%, 28%, -14%, -2%, 0%
CCOc1ccccc1NC(=O)c1ccc(NC(=O)c2ccco2)cc1
    -7%, -3%, -6%, -3%, 9, -4%[46.1 µM], 3%, ?, -12%, nt, ?
O=C(N/N=C/c1ccc(Cl)cc1)c1n[nH]c2c1CCCC2
    1%, -30%, 1%, 2%, 3, -2%, -2%, ?, ?, -1%, -1%
COc1ccccc1/C=C/C=N/NC(=O)c1ccco1
    2%, -23%, 4%, 0%, -13, -4%, 0%, ?, ?, 5%, -7%
O=C(NC12CC3CC(CC(C3)C1)C2)C1CCCN1C(=O)NC1CCCCC1 (centres undefined)
    -7%, -17%, 0%, 2%, -3, 0%, 2%, ?, 5%, -9%, -1%
CC(C)COC(=O)n1c(=O)oc2cc(S(=O)(=O)N3CCCCC3)ccc21
    -4%, 11%, 0%, -5%, -16, -5%, 1%, -14%, 0%, 3%, 6%
CCOc1ccccc1-c1cc(C(=O)N/N=C/c2ccc3c(c2)OCO3)c2ccccc2n1
    2%, 15%, -4%, 18%, 0, 0%, 5%, ?, -16%, 2%, -2%
O=C(Nc1cccc(C(F)(F)F)c1)N1CCN(C(=O)Nc2cccc(C(F)(F)F)c2)CC1
    -11%, -5%, 1%, -17%, 12, 2%, -1%, -3%, ?, 0%, 2%
CCOc1ccc(N(CC(=O)NC2CCCCC2)C(=O)CCC(=O)Nc2ccccn2)cc1
    -1%, 15%, -1%, -2%, 10, 1%, 0%, -1%, -3%, 0%, 10%
C=CCN(CC=C)C(=S)NC(=O)c1ccc(OC)c(Br)c1
    -19%, -32%, 1%, 1%, 6, 6%, 1%, -9%, -1%, -4%, 3%
Cc1cc(C(=O)N2CCN(c3cc(Cl)ccc3C)CC2)on1
    -1%, -21%, -1%, 10%, -2, 1%, 0%, 0%, 0%, 5%, 4%
Cc1ccc(C(=O)NNC(=S)NCC2CCCO2)cc1[N+](=O)[O-] (centres undefined)
    -2%, -11%, -2%, 3%, 3, 1%, 4%, 7%, 2%, 0%, -2%
CCCCn1c(-c2cccc(C)c2)nc2cc3[nH]c(=O)c(C(C)C)nc3cc21
    -2%, -46%[inhibitor], nt, -21%, -7, -1%, -6%, ?, ?, 3%, 7%
CCOc1ccccc1N1CCN(C(=O)c2cc3ccccc3cc2OC)CC1
    -3%, 0%, nt, 17%, -5, -4%, -1%, 4%, ?, -3%, 6%
CSc1ccc(C=NNc2ccc(S(=O)(=O)Nc3ccccc3C(=O)O)cc2[N+](=O)[O-])cc1
    -8%, 12%, -6%, -11%, -12, 9%, -7%, 0%, ?, 0%, nt
NC(=O)c1cc(N2C(=O)C3CC=CCC3C2=O)ccc1N1CCCCC1 (centres undefined)
    3%, 8%, 77%[activator], 15%, -1, 9%, -2%, -8%, -1%, -4%, 1%
COc1ccc2c(c1)c1nc3n(c(=O)c1n2CC(=O)Nc1cc(C)[nH]n1)CCS3
    nt, nt, nt, -15%, 5, nt, 1%, ?, -2%, -1%, 0%
COCCOc1ccc(C(F)(F)F)cc1NC(=O)COC(=O)C1=COCCO1
    -3%, 9%, 5%, -8%, 8, -1%, 14%, 1%, -23%, 6%, 24%
COc1ccc(N2CCN(C(=O)CCN3C(=O)C4C5C=CC(C5)C4C3=O)CC2)cc1 (centres undefined)
    1%, -5%, 5%, 1%, 1, 2%, 6%, 14%, -6%, -4%, 10%
